Chronic BCR inh: qHTS Assay to Find Inhibitors of Chronic Active B-Cell Receptor Signaling; ABC-DLBCL IkBa-CBG/CBR reporter, luminescence ratio, 4 h; Potency, µM (highest dose often 46.1 µM), for inactives: at the top dose ratio change, negative = lower green/red ratio, actives largely listed as inhibitors; hit rate 0.05% among 340,000; AID 493014, 2011; active = well fitted inhibition curve with a large enough effect in the signal ratio, with a control signal flat, not every such curve was filed as active; inconclusive = small, poorly fitted or top-dose-only effect, or effect the other way, or a change in a side signal; the % refers to the signal ratio;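 also: plate controls were basal doxycycline-induced cells for no effect and cells given 10 µM MG132 for full effect; MG132 reads +100%, hits lower the ratio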
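Concentration-response series (up to 46 uM) were applied to TMD8 dual-reporter cells for 4 h at 37C with doxycycline. Green/red ratio, after filter-overlap correction, defined %Activity; red signal alone was normalised to basal cells and zero luminescence.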
Starred values were filed as active, the others as inactive; ? = inconclusive. Potency is read from the fitted curve at half-maximal effect. Not all compounds are listed. The share of hits here may be higher or lower than overall.

SMILES | Chronic BCR inh
COc1cc(NC(=O)CN2C(=O)c3ccccc3Sc3ccc(C(=O)N4CCCC4)cc32)cc(OC)c1 | 2.1%
COc1ccc(OC)c(/C=C/c2nc3ccccc3c(=O)n2-c2ccc(F)c(Cl)c2)c1 | -5.6%
COc1ccc(-n2c(=O)c3c4c(sc3n(Cc3c(F)cccc3Cl)c2=O)CN(C(C)=O)CC4)cc1OC | 2.1%
Cc1ccc(CNC(=O)C(=O)NCC(c2cccs2)S(=O)(=O)c2cccs2)cc1 (stereo not given) | ?
CCOc1cc(C(=O)NCc2ccc3c(c2)CCN3C(=O)c2ccc(F)cc2)cc(OCC)c1OCC | ?
CCc1ccccc1NC(=O)CSc1nc2ncccc2o1 | 22.7%
CCOC(=O)c1c(NC(=O)CS(=O)(=O)c2ccc(Cl)cc2)sc2c1CCCC2 | 3.1%
CC(C)c1ccc(NC(=O)c2ccc(F)c(S(=O)(=O)N3CCCCCC3)c2)cc1 | 10.9%
O=S(=O)(NCCc1csc2nc(-c3ccccc3)nn12)c1ccc(Oc2ccccc2)cc1 | 18.1%
Cc1ccc(-n2ncc3c(N4CCC(Cc5ccccc5)CC4)ncnc32)cc1 | -4.1%
CCCc1ccc(OC(=O)c2sc3ncn(Cc4cccc(F)c4)c(=O)c3c2C)cc1 | -1.0%
CCOCCCn1c(SCC(=O)Nc2ccc(C)cc2)nc2ccccc2c1=O | 15.3%
COc1cccc(CCNc2ncnc3c2nnn3C)c1 | ?
CCCOc1ccc(C2C(=O)N(C3CCCCCC3)CC(=O)N2Cc2ccc(OC)cc2)cc1OC (stereo not given) | 2.4%
O=C(NCc1ccccc1Cl)c1ccc(CSCc2ccccc2Cl)o1 | -6.5%
CCOC(=O)c1cc(-c2ccccc2)n(CCC(=O)NCCc2cccc(C)c2)c1C | ?
Cc1ccc(-n2cnc3cc(C(=O)NCc4ccc(F)cc4)ccc32)c(C)c1 | ?
Cc1cc2c(cc1NS(=O)(=O)c1ccc(F)cc1)n(C)c(=O)c(=O)n2C | 15.9%
Cc1ccc(Cl)cc1N1CCN(C(=O)Cc2c(C(=O)O)c(C)cn2C)CC1 | 11.8%
Cc1cccc2sc(N(Cc3cccnc3)C(=O)c3cccs3)nc12 | ?
Cc1c(C(=O)Nc2cccc(Cl)c2)oc2ccc(S(=O)(=O)N3CCOCC3)cc12 | 19.4%
COc1cc(NC(=O)CSc2nc3nc(C)c(Cc4ccccc4)c(C)n3n2)cc(OC)c1 | 11.7%
O=C(CN1N=C(c2ccc(Cl)cc2)CCC1=O)NCCc1ccccc1 | -2.7%
COc1ccc2nc(N3CCN(C(=O)CS(=O)(=O)c4ccc(C)cc4)CC3)sc2c1 | -1.6%
CN1c2ccccc2-c2nc(SCC(=O)Nc3ccccc3)ncc2S1(=O)=O | -3.5%
Cc1ccc(-c2ccc(=O)n(CC(=O)NCCc3ccc(Cl)cc3)n2)cc1 | -20.0%
O=C(NCc1ccc2c(c1)CCN2C(=O)c1ccncc1)c1cccc(F)c1 | 0.0%
COc1ccc(-c2nc3scc(CCNS(=O)(=O)c4c(C)cc(C)cc4C)n3n2)cc1OC | -2.8%
Cc1cccc(NC(=O)c2oc3ccc(S(=O)(=O)N4CCCCC4)cc3c2C)c1C | -1.1%
CN1CCc2c(sc(NC(=O)CSc3ccccc3)c2-c2nc3ccccc3s2)C1 | -0.8%
Cc1cc(NC(=O)c2ccccc2F)ccc1-c1nc2ccccc2s1 | -3.0%
CCOc1ccc(N(CC(=O)Nc2ccc(OC)cc2)S(=O)(=O)c2ccc(Cl)cc2)cc1 | -2.0%
COc1ccc(NC(=O)CN2CCN(Cc3ccc(F)cc3)S2(=O)=O)cc1Cl | 2.4%
CCOc1cc2[nH]c(=O)n(CCCC(=O)N3CCN(c4cccc(Cl)c4)CC3)c(=O)c2cc1OCC | -10.7%
COc1ccc(-c2nc3ccccc3s2)cc1NC(=O)c1cccc(F)c1 | -0.1%
Cc1cccc(Cc2c(C)nc3nc(SCc4ccccc4F)nn3c2C)c1 | 17.9%
CC(C)C(=O)NC1CC(=O)N(c2ccc3c(c2)OCCO3)C1 (stereo not given) | -12.9%
COc1cc(OC)cc(N2C(=O)N(CC(=O)c3ccc(F)cc3)c3ccccc3S2(=O)=O)c1 | -1.2%
CCOC(=O)c1cc(-c2ccccc2)n(CCCC(=O)Nc2ccc(C)c(C)c2)c1C | 11.0%
O=C(NNc1ncnc2c1cnn2-c1ccccc1)c1cccc(Cl)c1 | 4.8%
COc1ccc2cc(-c3cn4c(n3)sc3cc(F)ccc34)c(=O)oc2c1 | 2.3%
COc1cc(NC(=O)CCS(=O)(=O)c2ccc(Br)cc2)cc(OC)c1 | -3.3%
Cc1nc(-c2cccc(S(=O)(=O)N3CCC(C(=O)NCc4ccccc4)CC3)c2)no1 | ?
O=C(CCC1N=C2c3ccccc3N=C(SCc3ccccc3F)N2C1=O)NCCc1ccccc1 (stereo not given) | -3.6%
CCC(Sc1nc2cc(OC)c(OC)cc2c(=O)n1CCc1ccc(Cl)cc1)C(=O)NCCOC (stereo not given) | -3.2%
Cc1ccc(-c2nc3sc(CCNC(=O)c4ccc(Br)o4)c(C)n3n2)cc1 | ?
O=C(CCSCc1cccc(Cl)c1)N1CCN(c2ccc(Cl)cc2)CC1 | 0.1%
COc1cccc(CNC(=O)c2ccc3nc(-c4ccccc4)c(-c4ccccc4)nc3c2)c1OC | 14.4%
CCOC(=O)C1CCN(C(c2ccc(C)cc2)c2sc3nc(-c4ccco4)nn3c2O)CC1 (stereo not given) | 0.1%
COc1cc(OC)c(NC(=O)Cn2c(=O)oc3cc(S(=O)(=O)N4CCCC4)ccc32)cc1Cl | 0.2%

Next compounds:
SMILES | Chronic BCR inh
COc1ccc(CCNc2ncnc3c2nnn3C)cc1OC | ?
CC1=C(C(N)=O)C(c2ccc(F)cc2)n2nc(-c3ccccc3Cl)nc2N1 (stereo not given) | 2.7%
Cc1cc(C)cc(NC(=O)CN2C(=O)c3ccccc3Sc3ccc(C(=O)N4CCCC4)cc32)c1 | 1.0%
CCOc1ccc(-c2nnc(SCC(=O)NCCc3ccccc3)nc2-c2ccc(OCC)cc2)cc1 | -0.8%
CN(c1ccccc1)c1ncnc2c1cnn2C | ?
O=C(NC1CC(=O)N(c2cccc(F)c2)C1)C1CCCCC1 (stereo not given) | -11.9%
CCN(CC)C(=O)CSc1nc2ccsc2c(=O)n1Cc1ccccc1Cl | ?
Cc1ccc(NC(=O)Cc2c(C(=O)O)c(C)cn2C)cc1Cl | 7.7%
COC(=O)c1ccc(OCC2c3cc(OC)c(OC)cc3CCN2C(=O)COc2ccc(Cl)cc2)cc1 (stereo not given) | 2.4%
Cc1cc(C)cc(C(=O)Nc2c3c(nn2-c2ccccc2C)CS(=O)(=O)C3)c1 | -3.2%
CCN1CCc2c(sc(NC(=O)c3ccc(S(=O)(=O)N(CCOC)CCOC)cc3)c2C(N)=O)C1 | 1.7%
O=C(NC1CC(=O)N(c2cccc(F)c2)C1)C1CCCC1 (stereo not given) | -1.2%
O=C(c1ccco1)N1CCN(c2nc3c(Cl)cccc3s2)CC1 | -7.5%
Cc1cccc(NC(=O)CSc2nc(=O)n(CCN3CCOCC3)c3c2CCC3)c1 | 10.9%
CCN1C(=O)c2ccccc2Sc2ccc(NC(=O)c3ccc(C#N)cc3)cc21 | 0.3%
COc1ccc(NC(=O)CSc2nnc(-c3ccc(C)cc3)o2)cc1 | -14.9%
CCOC(=O)c1ccc(NC(=O)CSc2nc3ncc(Br)c(C)c3[nH]2)cc1 | ?
Cc1c(C(=O)Nc2ccc(-n3c(C)nc4ccccc4c3=O)cc2)cccc1[N+](=O)[O-] | 4.4%
CCC(C)NC(=O)CSc1nc2n[nH]c(C)c2c(=N)n1-c1cc(Cl)ccc1C (stereo not given) | ?
CCC(C)NC(=O)CSc1nc2c(sc3ccccc32)c(=O)n1Cc1ccccc1Cl (stereo not given) | 0.6%
COc1ccc(CCN2C(=O)CN(C3CCCCCC3)C(=O)C2c2ccc(C)cc2)cc1OC (stereo not given) | 5.9%
COc1ccc(CNC(=O)CN2C(=O)CSc3ccc(S(=O)(=O)N4CCC(C)CC4)cc32)cc1 | 1.9%
O=C(CCCc1ccccc1)NC1CC(=O)N(c2cccc(F)c2)C1 (stereo not given) | 12.5%
COc1cccc(Nc2sc(C(=O)c3ccc(Cl)cc3)c(N)c2C(=O)NCCc2ccc(OC)c(OC)c2)c1 | ?
CCOc1ccc(CCNC(=O)C2CCC(CNS(=O)(=O)c3ccc(Cl)cc3)CC2)cc1OCC (stereo not given) | -1.0%
Cc1ccc(N2CCN(S(=O)(=O)c3ccc(F)c(C(=O)Nc4ccc(Cl)cc4Cl)c3)CC2C)cc1 (stereo not given) | 3.7%
O=C(NCCc1ccc(F)cc1)C(=O)NCC(c1cccs1)S(=O)(=O)c1ccc(Cl)cc1 (stereo not given) | ?
Cc1ccc(C)c(NC(=O)CSc2nnc3[nH]c(=O)cc(-c4ccccc4)n23)c1 | 4.2%
O=C(NC1CC(=O)N(c2ccc(Cl)cc2)C1)C(=O)c1c[nH]c2ccccc12 (stereo not given) | -0.8%
Cc1c(C(=O)Nc2ccc(F)cc2)oc2ccc(S(=O)(=O)N3CCCCCC3)cc12 | ?
CCOC(=O)c1cnn(-c2ccc(C(=O)Nc3ccc(C(C)=O)cc3)cc2)c1N | ?
Cc1ccc(C2=NN(CC(=O)NCCCN(CC(C)C)CC(C)C)C(=O)CC2)cc1 | 6.7%
O=C(NCc1ccccc1F)C(=O)NCC(c1cccs1)S(=O)(=O)c1cccs1 (stereo not given) | -7.3%
CN1CCN(C(c2ccccc2Cl)c2sc3nc(-c4ccco4)nn3c2O)CC1 (stereo not given) | -18.2%
CCN(Cc1ccccc1)C(=O)Cn1c(=O)n(-c2ccc(Cl)c(Cl)c2)c(=O)c2c(C)c(C(=O)N(C)C)sc21 | -9.9%
Cc1cccc(-n2c(SCC(=O)Nc3ccccc3Cl)nc3n[nH]c(C)c3c2=N)c1 | -15.1%
CCOc1ccc(C(=O)Nc2ccc(-c3nc4ccccc4s3)c(C)c2)cc1OCC | 0.6%
CC1=C(C(=O)Nc2ccccc2C)C(c2cccnc2)n2nc(SCc3ccccc3)nc2N1 (stereo not given) | -12.4%
COc1cc(-c2ccno2)ccc1S(=O)(=O)N1CCN(c2ccc(F)cc2)CC1 | -0.6%
CCOc1ccc(C(=O)Nc2ccc(-c3nc4cc(C)ccc4o3)cc2)cc1 | 6.6%

Entries from the list above that contain a COOH group:
SMILES | Chronic BCR inh
Cc1ccc(Cl)cc1N1CCN(C(=O)Cc2c(C(=O)O)c(C)cn2C)CC1 | 11.8%
Cc1ccc(NC(=O)Cc2c(C(=O)O)c(C)cn2C)cc1Cl | 7.7%

(more compounds)
SMILES | Chronic BCR inh
O=C(NCc1ccccc1Cl)C(=O)NCC(c1ccco1)S(=O)(=O)c1cccs1 (stereo not given) | -21.9%
O=C(CCC1N=C2c3ccccc3N=C(SCc3ccccc3F)N2C1=O)NC1CCCCC1 (stereo not given) | -0.2%
CCOc1ccc(NC(=O)CSc2nnc(-c3ccc(C)cc3)c(-c3ccc(C)cc3)n2)cc1 | 6.8%
Cc1ccc(OCC(=O)N(Cc2nc(-c3ccccc3)no2)C(C)C)cc1C | -11.5%
CCOC(=O)C(CC)Sc1c(CC)cnc2c1c(=O)n(C)c(=O)n2C (stereo not given) | -5.5%
Cc1ccc2sc(N(Cc3cccnc3)C(=O)C3COc4ccccc4O3)nc2c1C (stereo not given) | 23.2%
Cc1cccc(CCNC(=O)c2cnc3c(C)cccn3c2=O)c1 | ?
CCOc1ccc(NC(=O)c2c(NCc3cccnc3)sc3c2CCC(C)C3)cc1 (stereo not given) | -11.8%
CC(=O)Nc1ccc(NC(=O)c2ccc3c(c2)N(Cc2cccc(Cl)c2)C(=O)c2ccccc2S3=O)cc1 (stereo not given) | 13.9%
CCOC(=O)c1c(NC(=O)COc2ccccc2)sc(C(C)=O)c1C | -6.4%

Gathered by group: the entries above with an NH in an aromatic ring
SMILES | Chronic BCR inh
CCOc1cc2[nH]c(=O)n(CCCC(=O)N3CCN(c4cccc(Cl)c4)CC3)c(=O)c2cc1OCC | -10.7%
CCOC(=O)c1ccc(NC(=O)CSc2nc3ncc(Br)c(C)c3[nH]2)cc1 | ?
CCC(C)NC(=O)CSc1nc2n[nH]c(C)c2c(=N)n1-c1cc(Cl)ccc1C (stereo not given) | ?
Cc1ccc(C)c(NC(=O)CSc2nnc3[nH]c(=O)cc(-c4ccccc4)n23)c1 | 4.2%
O=C(NC1CC(=O)N(c2ccc(Cl)cc2)C1)C(=O)c1c[nH]c2ccccc12 (stereo not given) | -0.8%
Cc1cccc(-n2c(SCC(=O)Nc3ccccc3Cl)nc3n[nH]c(C)c3c2=N)c1 | -15.1%

(next part)
SMILES | Chronic BCR inh
O=C(CSc1nccn1C1CCCC1)Nc1cc(C(F)(F)F)ccc1Cl | 17.5%
O=C(CN1CCN(Cc2cccc(Cl)c2)C1=O)NCc1ccc(F)cc1 | ?
CCOc1ccc(CNC(=O)c2ccc(Sc3ccc(C)cc3)c(N)c2)cc1OC | ?
Cc1nc(-c2ccc(C)c(S(=O)(=O)N3CCC(C(=O)NCc4ccc(Cl)cc4)CC3)c2)no1 | -4.8%
COc1cc(NC(=O)NC(C)c2c(-n3cccc3)sc3c2CCN(C)C3)cc(OC)c1 (stereo not given) | ?
O=C(CSc1cn(CC(=O)N2CCOCC2)c2ccccc12)Nc1ccccc1 | -0.3%
COc1ccc(C)cc1NC(=O)c1ccc(=O)n(Cc2ccccc2)c1 | 0.5%
COc1ccc(C2=NN(CC(=O)NCCc3ccccc3)C(=O)CC2)cc1 | -8.6%
Cc1cccc(N2CCN(S(=O)(=O)c3ccc(F)c(C(=O)Nc4ccc(C(C)C)cc4)c3)CC2)c1C | 0.0%
O=C(NCC(c1cccs1)S(=O)(=O)c1cccs1)c1ccccc1 (stereo not given) | 0.4%
Cc1ccc(Cc2c(C)nc3nc(SCC(=O)NC4CCC(C)CC4)nn3c2C)cc1 (stereo not given) | -2.5%

Assay outcomes as filed in PubChem.
